Hsp70 inhibitors – Hsp70 inhibitors, probe displacement, primary screen, biochemical, fluorescence polarization (AID 583). Hsp70 fluorescence polarization probe displacement, mP; higher % means a stronger effect. Heat shock 70 kDa protein 1A (Homo sapiens). displacement, % at 20 µM, or IC50 in µM where a hit was titrated. 140,000 compounds, 0.06% hits; in the data active = displacement above about 50%;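 also: plate controls were vehicle for no effect and reference ligand for full effect; a part of the inactive calls stands beside numbers as strong as those of hits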
Rat MKP-3 inhibitors – MKP-3 phosphatase inhibitors, primary screen, biochemical, rat enzyme, in vitro (AID 425). Dual specificity protein phosphatase 6 (Rattus norvegicus). recombinant MKP-3 phosphatase activity, fluorescence; higher % means a stronger effect. inhibition, % at 20 µM, or IC50 in µM where a hit was titrated. 110,000 compounds, 0.17% hits; in the data active = inhibition above about 50%;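 also: plate controls were vehicle for no effect and reference inhibitor for full effect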
An asterisk follows results filed as active; . = not tested or not shown; & = joins results of further samples.

SMILES	Hsp70 inhibitors	Rat MKP-3 inhibitors
Cc1ccc(-c2cc(=O)c3cc(Cl)ccc3o2)cc1	-2.1%	1%
COc1cccc(C(=O)NCC2CCN(c3ccc(S(=O)(=O)N4CCOCC4)cc3)CC2)c1	5.0%	5%
O=C(COC(=O)c1cncc(Br)c1)NCC1CCCO1 (configuration not stated)	5.0%	-10%
CS(=O)(=O)N1CCN(Cc2ccc(C(F)(F)F)cc2)CC1	-1.6%	1%
CCOc1ccc(C(C)=O)cc1CSc1nnc(-c2cccs2)n1CC1CCCO1 (configuration not stated)	1.2%	-7%
C=CCSc1nc(C)c(CC(=O)OCCCC)c(=O)[nH]1	-6.4%	12%
O=C(Nc1nc2ccc(Cl)cc2s1)C1CC1	-2.4%	0%
O=C(Cc1cccs1)NCc1ccc(F)cc1	1.8%	-2%
O=C(C1=COCCO1)N1CCN(S(=O)(=O)c2cccc(Cl)c2Cl)CC1	5.9%	-9%
CN(C)c1ccc(C(=O)OCc2ccccc2)cc1	6.0%	.
COC(=O)C(C)NC(=O)CCC1CCCCC1 (configuration not stated)	-1.6%	0%
COC(=O)CCC(=O)N1CCc2cc(S(=O)(=O)N3CCN(c4ccccc4Cl)CC3)ccc21	0.3%	4%
Cn1ccnc1SCC(=O)c1ccc(-c2ccccc2)cc1	1.1%	5%
COc1ccc(Br)cc1/C=C/C(=O)c1cccs1	-3.8%	8%
CCOC(=O)c1cnc2ccccc2c1NCCO	-1.5%	7%
Cc1ccc(-c2nc(CS(=O)(=O)CC(=O)N3CCc4ccccc4C3)c(C)o2)cc1	4.5%	-7%
COc1ccc(OC)c(C2c3c(oc4ccccc4c3=O)C(=O)N2CCCN(C)C)c1 (configuration not stated)	-3.3%	-7%
Cc1ccc(/C(N)=N/OC(=O)c2cccc([N+](=O)[O-])c2C)cc1	-5.6%	-3%
CCOC(=O)CN1C(=O)C(=O)c2cc(C)ccc21	-5.4%	.
CC1CC(Nc2ccccc2)c2ccccc2N1C(=O)COc1ccc2ccccc2c1 (configuration not stated)	2.6%	10%
CCOc1cc(C2Nc3ccccc3C(=O)N2Cc2ccco2)ccc1OCc1ccccc1Cl (configuration not stated)	-0.7%	6%
O=C(O)Cn1c(SCCOc2ccccc2F)nc2ccccc21	-2.3%	-1%
Cc1ccc(-c2cc(C(F)(F)F)n3ncc(C(=O)N4CCN(c5ccc(F)cc5)CC4)c3n2)cc1	-4.0%	-1%
CCOc1ccc(NS(=O)(=O)c2ccc3c(c2)CCN3C(=O)C2CCC2)cc1	7.0%	.
COc1cccc(N2C(=O)NC(=O)/C(=C/C=C/c3ccccc3)C2=O)c1	-2.7%	8%

Filtered by structure, those above with a thiophene ring, fused or not.
SMILES	Hsp70 inhibitors	Rat MKP-3 inhibitors
CCOc1ccc(C(C)=O)cc1CSc1nnc(-c2cccs2)n1CC1CCCO1 (configuration not stated)	1.2%	-7%
O=C(Cc1cccs1)NCc1ccc(F)cc1	1.8%	-2%
COc1ccc(Br)cc1/C=C/C(=O)c1cccs1	-3.8%	8%

Two of the compounds above, comma-delimited.
molecule,Hsp70 inhibitors,Rat MKP-3 inhibitors
O=C(Cc1cccs1)NCc1ccc(F)cc1,1.8%,-2%
O=C(C1=COCCO1)N1CCN(S(=O)(=O)c2cccc(Cl)c2Cl)CC1,5.9%,-9%

More entries:
SMILES	Hsp70 inhibitors	Rat MKP-3 inhibitors
Cc1ccc(C(C)NC(=O)Cc2ccccc2)c(C)c1 (configuration not stated)	2.8%	1%
O=C(Nc1ccc([N+](=O)[O-])cc1)C1C(c2ccccc2)=C1c1ccccc1	3.1%	1%
CCCCNC(=O)C1CCCN1C(=O)Nc1cccc(OC)c1 (configuration not stated)	-2.3%	-8%
O=C(NCc1ccccn1)c1ccccc1Oc1ccccc1	2.8%	0%
CN(C)c1ccc2c(O)cc(=O)n(C)c2c1	3.7%	-2%
COc1ccc(NC(=O)CN2CCN(c3ccccc3F)CC2)cc1	3.9%	3%
COc1ccc(Cl)cc1N(CC(=O)N1CCCCC1)S(=O)(=O)c1ccc(C)c([N+](=O)[O-])c1	-0.9%	6%
COc1ccc(CCNC(=O)NC(C(F)(F)F)C(F)(F)F)cc1OC	-3.8%	-5%
CC1CN(c2nc3c(c(=O)n(Cc4ccc(Cl)cc4)c(=O)n3C)n2C)CC(C)O1 (configuration not stated)	3.1%	-4%
COC(=O)C1=C(C)Nc2nnnn2C1c1cc(OC)ccc1OC (configuration not stated)	1.7%	-12%
Cc1cc(NC(=O)CCC(=O)N(CC(=O)NC2CCCC2)Cc2ccccc2Cl)no1	-1.7%	-4%
CC(=O)N(C(C)=O)C1=C(C#N)C2(CCCCC2)Cc2ccccc21	0.0%	.
O=C(Nc1cccc(C(F)(F)F)c1)c1cc(S(=O)(=O)N2CCCCC2)ccc1N1CCOCC1	4.5%	-5%
CNc1ccc2[nH]nc3c2c1C(=O)c1ccccc1-3	182%	-22%
CC(C)NC(=O)c1cc(C(=O)c2cc(Cl)ccc2O)coc1=N	-1.4%	0%
CCn1c(COc2ccccc2C)nnc1SCC(=O)N1CCCCC1	1.9%	0%
CCCCCC(=O)N1CCN(CCN=CC2=C(O)CC(c3ccc(OC)c(OC)c3)CC2=O)CC1 (configuration not stated)	-7.4%	3%
O=C1N=c2ccc(Cl)cc2=C1c1sc(NS(=O)(=O)Cc2ccccc2)nc1O	0.5%	16%
Cc1nc2ccc(NC(=O)C3CCN(S(=O)(=O)c4cccs4)CC3)cc2s1	-1.1%	-4%
O=C(Nc1ccc(F)cc1)C1CCCN(S(=O)(=O)c2cccc3cccnc23)C1 (configuration not stated)	0.2%	-6%
CC1=CC(C)(C)N(C(=O)c2ccccc2)c2ccc(C)cc21	0.2%	.
Cc1ccc(N2C(=O)CSC2c2ccc(Cl)cc2)cc1 (configuration not stated)	2.4%	0%
Cc1ccc(C(=O)NCCCNCCCN(C)C)cn1	2.9%	-9%
CCN(CC)S(=O)(=O)c1ccc(Nc2cc(C)nc3ncnn23)cc1	0.4%	-8%
O=c1[nH]c(N2CCN(c3ccccc3)CC2)nc2c1CCCC2	-3.4%	.

The list goes on; the last 7 above are carried over.
SMILES	Hsp70 inhibitors	Rat MKP-3 inhibitors
Cc1nc2ccc(NC(=O)C3CCN(S(=O)(=O)c4cccs4)CC3)cc2s1	-1.1%	-4%
O=C(Nc1ccc(F)cc1)C1CCCN(S(=O)(=O)c2cccc3cccnc23)C1 (configuration not stated)	0.2%	-6%
CC1=CC(C)(C)N(C(=O)c2ccccc2)c2ccc(C)cc21	0.2%	.
Cc1ccc(N2C(=O)CSC2c2ccc(Cl)cc2)cc1 (configuration not stated)	2.4%	0%
Cc1ccc(C(=O)NCCCNCCCN(C)C)cn1	2.9%	-9%
CCN(CC)S(=O)(=O)c1ccc(Nc2cc(C)nc3ncnn23)cc1	0.4%	-8%
O=c1[nH]c(N2CCN(c3ccccc3)CC2)nc2c1CCCC2	-3.4%	.
O=C1NN(c2ccc(F)c(Cl)c2)C(=O)/C1=C\c1ccc(-c2cccc(C(=O)O)c2)o1	5.7%	-1%
Cc1nc2ccc(NC(=O)c3cccc(S(=O)(=O)N4CC(C)OC(C)C4)c3)cc2s1 (configuration not stated)	-6.5%	.
CCNc1nc(SC(C(C)=O)C(C)=O)nc(N(C)C)n1	1.5%	-5%
CCCCn1c(SCc2ccc(C(=O)OC)o2)nc2cc(S(N)(=O)=O)ccc21	1.0%	-2%
COc1ccc(CCN2CCC(Nc3nc4ccccc4n3Cc3ccc(F)cc3)CC2)cc1	10%	-5%
C=C(Br)CN1CCN(CC(=C)Br)CC1	-2.7%	10%
Cc1cc(NS(=O)(=O)c2ccccc2)no1	0.7%	0%
CC1Cc2ccccc2N1C(=O)C1CCCCN1S(=O)(=O)c1ccccc1 (configuration not stated)	-1.5%	.
CCN(CC)c1ccc(C(=O)NCCc2ccccc2)cc1	-1.6%	2%
c1ccc(-c2noc(-c3ccco3)n2)nc1	2.5%	0%
O=C(Nc1nc(-c2ccc(Cl)cc2)cs1)C1CCCC1	3.2%	2%
CCc1ccc2[nH]c(=O)c(CN(CCN(CC)CC)C(=O)Nc3ccccc3OC)cc2c1	-1.1%	-6%
CC(C)n1nnnc1SCC(=O)NCc1ccco1	3.0%	6%
CCOC(=O)N1CCN(C(=O)c2ccc3nc4ccc(Cl)cc4c(=O)n3c2)CC1	-1.7%	5%
CCOC(=O)Cn1ncc2c(=O)oc3ccccc3c21	2.6%	-8%
CCC1=NN2C(=N)/C(=C/c3ccc(OC(C)=O)cc3)C(=O)N=C2S1	-5.3%	0%
CCOC(=O)CNC(=O)CNC(=O)c1ccc(OC)cc1	0.1%	-3%
Cc1ccc(SCC(=O)NCCCN2CCOCC2)cc1	-0.6%	-5%
CCOc1nc2c(c(=O)n(C)c(=O)n2C)n1Cc1ccccc1Cl	0.1%	-2%
CC(Oc1ccccc1)C(=O)Nc1ccc(Cl)c([N+](=O)[O-])c1 (configuration not stated)	0.5%	3%
Cc1nc2nc(SCC(N)=O)[nH]c2cc1Br	1.6%	1%
CCC(C)(C(=O)NC1CCCCC1)N(C(=O)c1ccccn1)c1ccc(C)cc1 (configuration not stated)	-4.7%	.
CC1(C)Cc2c(sc3nc(-c4ccccc4Cl)n(N)c(=O)c23)CO1	1.8%&-5.2%	0%
Cc1nn(C)c(C)c1S(=O)(=O)N1CCCC(C(=O)NC2CCCCC2)C1 (configuration not stated)	6.7%	-12%
CCOc1ccc(C(=O)Nc2ccc(OC)cc2OC)cc1OCC	1.0%	3%

Next section:
SMILES	Hsp70 inhibitors	Rat MKP-3 inhibitors
Cc1ccc(-c2nc3ccc(C)cn3c2NC(=O)c2ccco2)cc1	8.6%	3%
Cc1ccc(-c2noc(CN3CCCCC3)n2)cc1	-5.8%	.
O=c1cc(C(F)(F)F)oc2ccccc12	-5.4%	0%
CN(C)CCCOC(=O)C1c2ccccc2Oc2ccccc21	2.7%	-4%
Cn1c(=O)c2c3c(sc2n(CC(=O)c2ccc(Cl)cc2)c1=O)COC(C)(C)C3	-4.3%	2%
CCc1c(C(=O)NCc2ccc3c(c2)OCO3)[nH]c(C)c1C(C)=O	1.3%	-5%
CCOC(=O)Cc1csc(NC(=O)CC)n1	-1.3%	-8%
Cc1ccc(N2CCN(C(=O)c3ccccc3F)CC2)c(C)c1	-0.7%	-9%
COc1cc(C(c2sc3nc(C)nn3c2O)N2CCC3(CC2)OCCO3)cc(OC)c1OC (configuration not stated)	-1.1%	-6%
COc1cccc(C(=O)NCCC2=CCCCC2)c1	3.5%	.
COc1ccc(N2CCN(CCNC(=O)c3ccc(NC(=O)C4CCCO4)cc3)CC2)cc1 (configuration not stated)	-2.5%	-2%
CCCc1nnc(NC(=O)CCC(=O)N2CCN(CCn3c(C)ccc3C)CC2)s1	0.8%	1%
O=[N+]([O-])c1ccc(-c2nc(Cc3ccccc3Cl)no2)cc1	-5.3%	4%
CC1=C(C(=O)Nc2ccc(Cl)cc2)C(c2ccc(Cl)cc2Cl)NC(=O)N1 (configuration not stated)	6.1%	0%
CCCCCCOc1ccc(N2C(=O)CC(SC(N)=Nc3ccccc3)C2=O)cc1 (configuration not stated)	-8.0%	2%
CCOc1ccc(C(=O)Nc2ccc(C(=O)OC)cc2)cc1Br	1.7%	1%
CCOC(=O)CN1CC(O)=C(C=NCc2ccccc2)C1=O	-1.8%	3%
C/C(=N\Nc1cc(-n2cc(C)cn2)ncn1)c1c(F)c(F)c(F)c(F)c1F	1.2%	-3%
Cc1n[nH]c(=S)n(/N=C/c2cc(Cl)ccc2Cl)c1=O	1.2%	2%
Cc1ccc(NC2=C(Cl)C(=O)N(c3ccccc3Cl)C2=O)cc1Cl	-0.4%	3%
CCOC(=O)CC(=O)CSc1nc2c(sc(=S)n2-c2ccccc2)c(=O)[nH]1	-0.7%	10%
O=C(NCc1cccs1)Nc1ccc2c(c1)OCO2	-0.1%	-1%
CCOC(=O)C1=C(C)NC(=O)NC1c1ccc(N(CC)CC)cc1 (configuration not stated)	-2.8%	-2%
Cc1nc2nc3c(cn2n1)C(=O)CCC3	-0.5%	.
COc1ccc(C2/C(=C(\O)c3ccc([N+](=O)[O-])cc3)C(=O)C(=O)N2CCCCCC(=O)O)c(OC)c1 (configuration not stated)	3.4%	0%

Other results follow:
SMILES	Hsp70 inhibitors	Rat MKP-3 inhibitors
CCOC(=O)c1cc2ccc(OC)c(OC)c2c(=O)s1	4.4%	-4%
COc1ccc(N(CC(=O)Nc2ccc(Oc3ccccc3)cc2)S(C)(=O)=O)cc1Cl	0.3%	1%
CCCCCCCCNS(=O)(=O)c1ccc([N+](=O)[O-])cc1	-1.1%	-1%
Cc1ccc(OCc2nnc(NC(=O)OCC(C)C)s2)c(C)c1	-2.7%	3%
CCC(C)n1cnc2c(c1=O)c1nc3ccccc3nc1n2-c1ccc2c(c1)OCCO2 (configuration not stated)	-6.3%	9%
O=C(Nc1ccc2c(c1)OCO2)C1CCCN1C(=O)Nc1ccccc1F (configuration not stated)	-3.8%	0%
CCOc1ccc2nc(SCC(=O)Nc3ccc(OC)cc3OC)sc2c1	-3.1%	-1%
COc1cc(C2c3c(oc4ccc(C)cc4c3=O)C(=O)N2c2cc(C)ccn2)cc(OC)c1OC (configuration not stated)	3.5%	-4%

High-throughput results as filed in PubChem.

The list is partial; rates above refer to the full screens.
